Screening data (PubChem)
TNAP activators: human TNAP enzyme activators, primary screen, biochemical, luminescent, no phosphate acceptor, uHTS (AID 1001) | Alkaline phosphatase, tissue-nonspecific isozyme (Homo sapiens) | actives 0.03% (n = 200,000) | purified TNAP, luminescent activation assay, no phosphate acceptor; higher activation fold means a stronger effect | activation fold at 20 µM, or EC50 in µM where a hit was titrated; in the data active = activation fold from about 3, or a potency from the dose series; inactive = the rest, 99 in 100 with activation fold below about 1.6; note: many of its hits are not listed in these tables
Myeloid diff 2: induction of myeloid progenitor differentiation, primary screen, cell-based, flow cytometry, MLPCN library; ER-HoxA9 myeloid progenitors, lysozyme-GFP differentiation; actives 1% (n = 360,000); calls only at 10 µM; AID 624256, 2012;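 active = normalized GFP-positive differentiation at or above the plate's own cutoff, the solvent-only control mean plus 3 SD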;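 note: cells exposed to compound for four days before flow analysis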
human PMI inhibition: inhibitors of human PMI, primary screen, biochemical, fluorescence intensity, coupled assay (AID 1209). Mannose-6-phosphate isomerase (Homo sapiens). purified PMI enzyme, coupled fluorescence intensity; higher % means a stronger effect. inhibition, % at 20 µM; hits with a dose series show IC50 in µM. actives 0.42% (n = 190,000); in the data active = inhibition above about 50%;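 note: plate controls were DMSO vehicle for no effect and wells lacking substrate for full effect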
Dynein cargo inh: inhibitors of GR-EGFP nuclear translocation, primary screen, dynein cargo transport inhibitor project, imaging, high-content, 3617.4 mouse cells; test concentration mostly 20 µM; stimulated with dexamethasone, 1 µM; active compounds read low; z-score, hits read low; actives 0.47% (n = 220,000);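 active = plate z-score of nuclear minus cytoplasmic receptor signal below a set negative limit, without overly bright fluorescence or cell loss, cut at about -3.5 in these data, passing the limit was not always enough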;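 note: z-score of nuclear minus cytoplasmic ring GR-EGFP intensity difference per well; some compounds called inactive have numbers as strong as hits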
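Medium: Induction medium lacking tetracycline, stripped serum | Probe or stimulus: 1.0 µM final dexamethasone stimulus | Schedule: 48 h induction, then 1 h compound, then 30 min agonist, 37 °C | Signal: Automated 10x imaging of fixed Hoechst-stained cells | Evaluation: Per-cell GR-EGFP intensity, nucleus versus surrounding cytoplasmic ring, well-averaged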
b-catenin transl: modulators of beta-catenin nuclear translocation, primary screen, imaging, HeLa cells, immunofluorescence, high-content. AID 1665, 2009. actives 0.3% (n = 190,000). nuclear translocation activity, % at 5 µM;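 active = nuclear translocation activity above 50% at 5 µM, with a well cell count of 50 or more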;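 note: per-cell ratio of nuclear to cytoplasmic median beta-catenin stain intensity; plate controls were DMSO negative control for no effect and GSK-3 inhibitor IX positive control for full effect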
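Read-out: Nuclear/cytoplasmic beta-catenin signal ratio, % activation | Assay system: Human HeLa cell line | Times: 24 h compound exposure at 37°C, 5% CO2 | Signal: Fluorescence imaging of beta-catenin antibody stain plus DAPI | Dosing: 5 µM primary, 0.02–20 µM confirmation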
T cell HTS: modulators of CD8 T cell-vesicle binding, primary screen, mouse 2C CD8+ T cells, flow cytometry. 2C CD8+ T cell-vesicle binding; active compounds read low. calls only at 7 µM. actives 0.068% (n = 330,000). AID 2052, 2009;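 active = response, share of CD8 T cells binding vesicles, and their 90th percentile fluorescence all below set limits, cut at about 80% in these data, passing the limit was not always enough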
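Benchmarks: naked versus QL9-loaded vesicles / Assay system: purified 2C TCR transgenic mouse naive CD8+ T cells / Technique: high-throughput flow cytometry with anti-B7-1 and anti-CD8 staining / Timing: Cell–vesicle co-incubation 1.5 h at 37 °C, staining 20 min on ice / Read-out: percent CD8+ FL2 mean versus row control / Probe or stimulus: QL9-loaded Drosophila micro-vesicles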
MT stabilize HCS: microtubule stabilizers in HeLa cells, primary screen, imaging, high-content imaging; % tubulin-high responders, % at 10 µM; actives 0.83% (n = 200,000); AID 2205, 2009; HeLa tubulin immunostaining HCS, 24 h; share of cells brighter than vehicle mean+2SD;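 active = plate Z-score above 3 for both tubulin-high and condensed-nucleus cell shares, with cell loss under 80%, at 10 µM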;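 note: anti alpha tubulin signal scored within the nucleus-defined area of each cell; some results filed as inactive read as strong as hits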
Ins promoter up: insulin promoter activators in MIN6 cells, imaging, high-content screening, mouse beta cells; actives 0.3% (n = 190,000); MIN6 insulin promoter-GFP reporter; active compounds read high; z-score at 5 µM; AID 1625, 2009;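 active = z-score above 3 at 5 µM with at least 500 cells counted in the well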
Lipid droplet: inhibitors of hepatocyte lipid droplet formation, primary screen, imaging, high-throughput imaging, BODIPY stain | AML12 mouse hepatocytes, oleate lipid droplets | inhibition, % at 6.5 µM | AID 1656, 2009 | actives 0.4% (n = 240,000);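 active = lipid droplet intensity inhibited by at least 50%, with more than 500 cells counted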
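Test system: AML12 mouse liver cells; schedule: overnight exposure; technique: high-content imaging of BODIPY-stained droplets and DAPI nuclei; read-out: % inhibition of corrected integrated BODIPY droplet signal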
Dynein cargo inh cytoplasmic EGFP: recorded beside Dynein cargo inh, whose call it bears; z-score; measured here: cytoplasmic GR-EGFP intensity; active compounds read high
Dynein cargo inh nuclear GR-EGFP: also measured in Dynein cargo inh; calls as there; z-score; measured here: nuclear GR-EGFP intensity;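 lower value marks the stronger effect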
Dynein cargo inh cell count: further read-out of Dynein cargo inh, marked with its call; z-score; measured here: cell count per field
Ins promoter up cell count: recorded beside Ins promoter up, whose call it bears; cell count; measured here: cytotoxicity, nuclei count;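 total cells summed across four imaged fields per well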
Lipid droplet cells 6.5 µM: second read-out of Lipid droplet, no call of its own (marks repeat the call); cell count; measured here: cell count, cytotoxicity flag;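 cells counted across two imaged fields per well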
b-catenin transl cell count 5 µM: also measured in b-catenin transl; calls as there; cell count; measured here: cell count, cytotoxicity flag
T cell HTS vesicle-bound %: further read-out of T cell HTS, marked with its call; double positive events, %; measured here: CD8+ vesicle-bound cell fraction;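 binding gate set so that unloaded-vesicle control wells show 10% double positive cells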
MT stabilize HCS Hoechst-high %: further read-out of MT stabilize HCS, marked with its call; % Hoechst-high responders; measured here: nuclear condensation Hoechst responders;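 share of cells brighter than vehicle mean plus two SD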
MT stabilize HCS cytotoxicity %: further read-out of MT stabilize HCS, marked with its call; toxicity, %; measured here: cytotoxicity by cell density;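 0% = mean cell density of plate MIN control wells and 100% = no cells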
Myeloid diff 2 GFP+ MAC1+ %: second read-out of Myeloid diff 2, no call of its own (marks repeat the call); GFP+ MAC1+ double positive, %; measured here: differentiation confirmed by MAC1 staining
* marks the source's active call; other numbers are inactive results; i = inactive; · = no result given. Compounds were not picked by outcome (roughly 3% active in at least one column).

SMILES	TNAP activators	Myeloid diff 2	Myeloid diff 2 GFP+ MAC1+ %	human PMI inhibition	Dynein cargo inh	Dynein cargo inh cytoplasmic EGFP	Dynein cargo inh nuclear GR-EGFP	Dynein cargo inh cell count	b-catenin transl	b-catenin transl cell count 5 µM	T cell HTS	T cell HTS vesicle-bound %	MT stabilize HCS	MT stabilize HCS Hoechst-high %	MT stabilize HCS cytotoxicity %	Ins promoter up	Ins promoter up cell count	Lipid droplet	Lipid droplet cells 6.5 µM
Cc1ccc(NC(=O)CS(=O)CC(=O)N(C(C)C(=O)NC2CCCCC2)C(C)(C)C)cc1 (stereo not drawn)	1	i	0.5	·	0.31	-0.3	0.092	0.0073	-0.4	1527	i	42	1.9	1.0	6.8	·	·	0	695
O=S(=O)(c1cnc[nH]1)N1CCc2ccccc21	0.9	i	1.2	18%	-0.029	-0.071	0.18	0.14	-0.4	955	i	56	4.2	2.0	3.1	1.7	1133	-5	781
COc1ccc(-c2noc(C3CCCN(S(=O)(=O)c4cccc(Cl)c4)C3)n2)cc1OC (stereo not drawn)	1	i	0.9	6%	-1.2	-0.33	-0.54	1	-6.6	1024	i	52	4.7	1.9	11	-1.5	1196	·	·
Cc1cc(C)nc(NS(=O)(=O)c2ccc(NC(=O)CN3C(=O)C4CC=CCC4C3=O)cc2)n1 (stereo not drawn)	1.1	i	0.2	-6%	0.36	-0.34	0.029	0.22	0.6	1037	i	62	3.4	1.8	2.6	0.2	1227	-19	696
COc1ccc(N(C)C(=O)Cc2c(C(=O)O)[nH]c3ccccc23)cc1	1.1	i	0.4	-1%	-0.39	-0.36	-0.33	-0.049	-2.2	1126	i	62	3.1	2.1	9.7	0.07	1297	3	735
COC(=O)C1=C(C)N(c2cccc(Cl)c2)C(=O)C1	1.1	i	0.6	2%	-1.7	-0.1	-0.73	0.3	-0.3	1088	i	14	4.0	1.6	2.5	0.22	1215	9	735
N#C/C(=N/Nc1ccc(S(=O)(=O)N2CCOCC2)cc1)C(N)=O	1	i	0.1	3%	-0.52	-0.35	-0.28	1.2	-0.5	1028	i	42	2.4	3.2	11	-0.84	1472	0	663
CCOC(=O)C1CCCN(Cc2ccc(OCC)cc2)C1 (stereo not drawn)	1.1	i	6.9	2%	-0.33	-0.2	-0.37	0.52	·	·	i	8	2.9	2.3	2.1	-0.06	961	-8	790
Cc1ccccc1NC(=O)CNc1ccccc1C(=O)NCc1ccco1	1.1	i	0.6	-22%	-0.96	-0.26	-0.58	0.72	·	·	i	33	3.0	2.0	6.3	0.22	936	0	726
CC1C=CCC2C(=O)N(c3ccc(OC(=O)c4cccs4)cc3)C(=O)C12 (stereo not drawn)	1	i	0.6	1%	0.29	-0.37	0.065	0.15	-6.7	1037	i	59	4.6	1.8	8.4	0.03	1524	8	650
COc1cccc(OCc2cc(C3Nc4ccccc4C(=O)N3Cc3ccco3)ccc2OC)c1 (stereo not drawn)	1.1	i	2.2	17%	-1.7	0.078	-0.76	0.1	-0.7	1076	·	·	1.9	2.4	7.8	·	·	-32	757
CC(=O)N1N=C(c2ccco2)CC1c1cc2ccc(C)cc2nc1Cl (stereo not drawn)	·	i	0.7	·	0.39	-0.14	0.079	-0.11	1.8	1235	i	36	·	·	·	-0.08	1102	-1	744
C=CCSC(CC)(CC)C(N)=O	·	i	0.5	·	-1.3	-0.21	-0.57	0.63	0.1	1316	i	49	·	·	·	-0.31	1210	-21	693
NC(=O)c1ccccc1NC(=O)CCc1ccccc1	1.1	i	4.0	-3%	0.15	-0.21	0.72	-0.083	-0.4	1143	i	48	4.8	1.7	0.7	-0.1	1013	·	·
CCN(CC)c1cc(NCCO)c([N+](=O)[O-])c2nonc12	1	i	0.2	38%	-0.49	-0.39	-0.75	1.6	-2.6	1048	i	55	4.6	1.4	9.1	-0.91	1356	-21	545
Cc1ccc(N(CC(N)=O)C2SC(=O)N(C)C2=O)cc1 (stereo not drawn)	1.1	i	0.9	4%	0.35	-0.16	0.75	0.23	2.6	1102	i	42	6.4	1.7	4.1	0.04	1113	16	793
COCCOc1nc2c(c(=O)n(C)c(=O)n2C)n1Cc1cccc(OC)c1	1.1	i	0.3	3%	0.35	-0.33	0.26	-0.058	-7.8	1127	i	12	1.4	1.9	12	·	·	-27	771
COc1ccccc1NC(=S)Nc1cccc(F)c1	1	i	1.2	-9%	·	·	·	·	-2.0	1169	i	36	1.7	1.6	7.5	0.01	1126	-4	717
CCN1CCN(C(=O)NC2CC(=O)N(c3ccc(OC)cc3)C2)CC1 (stereo not drawn)	1.1	i	0.3	8%	-0.087	-0.16	0.0092	0.43	-1.1	1137	i	45	2.8	3.0	2.5	-0.74	1223	-2	753
CCN(CC)S(=O)(=O)c1ccc(N2CCOCC2)c(NC(=O)Cc2cccc3ccccc23)c1	1.1	i	0.3	-1%	-0.12	-0.23	-0.52	0.23	0.0	1007	i	30	5.1	3.9	6.2	-0.28	1296	-10	709
Cc1ccc(C(=O)c2cc(C)sc2NC(=O)CN2CCN(C(=O)c3ccco3)CC2)cc1	1	i	0.7	14%	0.072	-0.32	-0.17	0.35	0.3	1169	i	28	6.5	6.4	2.6	-0.59	1054	·	·
Cc1cc(=O)oc2ccc(OC(=O)CC(C)C)cc12	1.1	i	0.2	2%	1.3	-0.33	1.4	-0.73	-3.6	1032	i	24	6.7	2.9	2.2	0.02	1726	2	622
C/C(CC(=O)Nc1cccc(Cl)c1)=N\NC(=O)Cc1ccc(Cl)cc1	1	i	1.5	-3%	-0.72	-0.21	0.24	0.56	1.3	1381	i	37	3.2	2.1	3.5	0.29	1582	·	·
CCN1CC=C2C(C#N)=C(N)C(C#N)(C#N)C(CCc3ccccc3)C2C1 (stereo not drawn)	1.1	i	0.7	19%	-7.5	29	-0.59	1.1	-6.9	1035	i	59	5.6	3.2	8.5	·	·	·	·
CCOC(=O)C1=C(C)NC(C)=C(C(=O)OCC)C1C(=O)OCC(=O)N(C)C	·	i	0.1	·	-1.1	-0.86	-0.81	0.61	-0.2	1243	i	19	·	·	·	-0.58	896	4	786
O=C(O)c1ccccc1NN=C1CCCCC1	1	i	0.1	-72%	-0.014	-0.22	-0.019	1	-1.7	536	i	42	2.3	3.0	14	-4.4	524	-7	559
CC(CCc1ccccc1)NC(=O)CSc1nnnn1C (stereo not drawn)	1.1	i	1.2	1%	-0.16	-0.32	0.075	0.19	-0.7	1126	i	30	4.0	4.1	7.0	0.06	1170	·	·
O=C(c1cccc(Cl)c1)N1CCC(=O)N(C(COCc2ccccc2)Cc2ccccc2)CC1 (stereo not drawn)	1.1	i	0.7	-5%	-0.32	0.27	0.21	0.33	·	·	·	·	4.5	3.1	6.2	-0.93	1337	-15	694
O=C(COc1ccc(NC(=O)c2ccccc2[N+](=O)[O-])cc1)c1ccc(F)cc1	1.1	i	0.8	3%	-0.24	-0.28	0.34	0.46	0.4	1580	i	65	2.3	1.6	0.9	·	·	6	709
CN1CCN(S(=O)(=O)c2ccc3ccccc3c2)CC1	1.2	i	1.4	2%	-0.27	-0.24	-0.053	0.54	-6.5	1202	i	63	2.2	3.6	7.6	0.97	1054	·	·
CCN(CC)c1ccc(C2=NNC(=O)CC2C)cc1[N+](=O)[O-] (stereo not drawn)	1	i	0.4	10%	-0.14	-0.21	-0.24	0.63	3.7	598	i	48	4.5	2.4	17	-0.35	1373	-5	645

Filtered by structure, the entries above containing an NH in an aromatic ring (two)
SMILES	TNAP activators	Myeloid diff 2	Myeloid diff 2 GFP+ MAC1+ %	human PMI inhibition	Dynein cargo inh	Dynein cargo inh cytoplasmic EGFP	Dynein cargo inh nuclear GR-EGFP	Dynein cargo inh cell count	b-catenin transl	b-catenin transl cell count 5 µM	T cell HTS	T cell HTS vesicle-bound %	MT stabilize HCS	MT stabilize HCS Hoechst-high %	MT stabilize HCS cytotoxicity %	Ins promoter up	Ins promoter up cell count	Lipid droplet	Lipid droplet cells 6.5 µM
O=S(=O)(c1cnc[nH]1)N1CCc2ccccc21	0.9	i	1.2	18%	-0.029	-0.071	0.18	0.14	-0.4	955	i	56	4.2	2.0	3.1	1.7	1133	-5	781
COc1ccc(N(C)C(=O)Cc2c(C(=O)O)[nH]c3ccccc23)cc1	1.1	i	0.4	-1%	-0.39	-0.36	-0.33	-0.049	-2.2	1126	i	62	3.1	2.1	9.7	0.07	1297	3	735
